HCV inhibitor = HCV inhibition; Huh7.5.1 HCVcc-Cre infection, luciferase reporter, 44 h; Potency, µM (highest dose often 41.8 µM), for inactives: top-dose activity change, negative = inhibition, actives largely listed as inhibitors; 340,000 compounds, 3.4% hits; AID 651820; also: potency is read from the fitted curve at half-maximal effect
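1,000 cells/well; 4 h culture; + compound; + HCVcc-Cre (~0.5 moi); 44 h; luciferase substrate, RT 15 min; read 15 sec.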
FBPA Giardia inh = blocks Giardia fructose-bisphosphate aldolase activity. purified Giardia FBPA. Potency, µM (titrated, usually from 59.6 µM), inactives show at the top dose activity, negative = inhibition, most hits filed as inhibitors. 290,000 compounds, 0.71% hits; also: potency is read from the fitted curve at half-maximal effect; nearly all actives have a fitted effect of over 55% in size
Target sequence (A8B2U2 whole entry, looked up): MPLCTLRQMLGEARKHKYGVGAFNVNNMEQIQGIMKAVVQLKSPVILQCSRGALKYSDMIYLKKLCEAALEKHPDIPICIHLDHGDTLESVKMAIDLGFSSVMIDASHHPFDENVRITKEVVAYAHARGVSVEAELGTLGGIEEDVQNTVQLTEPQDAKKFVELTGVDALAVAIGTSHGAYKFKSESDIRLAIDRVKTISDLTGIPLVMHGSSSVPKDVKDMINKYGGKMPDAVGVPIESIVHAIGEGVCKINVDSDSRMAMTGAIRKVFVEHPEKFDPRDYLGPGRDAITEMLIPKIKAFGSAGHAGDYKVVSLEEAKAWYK
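Giardia FBPA (40 nM reagent) was preincubated 10 min at RT with compound (up to 57.5 uM final), then substrate plus GAPDH/TPI/NAD/arsenate coupling system with diaphorase/resazurin was added; resorufin fluorescence (525/598 nm) was read after 20 min.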
AmpC detergent = inhibitors of E. coli AmpC beta-lactamase with detergent. P00811. AmpC hydrolysis of nitrocefin, absorbance 480 nm, 0.01% Triton. Potency, µM (titrated, usually from 114 µM), inactives show top-dose activity change, negative = inhibition, most hits filed as inhibitors. 370,000 compounds, 0.041% hits. AID 485294;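 also: potency is read from the fitted curve at half-maximal effect; 0% = no-compound wells and -100% = no-enzyme wells; nearly all actives have a fitted effect of over 25% in size; some results filed as inactive show a strong effect at the top dose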
Target sequence (P00811 whole entry, looked up): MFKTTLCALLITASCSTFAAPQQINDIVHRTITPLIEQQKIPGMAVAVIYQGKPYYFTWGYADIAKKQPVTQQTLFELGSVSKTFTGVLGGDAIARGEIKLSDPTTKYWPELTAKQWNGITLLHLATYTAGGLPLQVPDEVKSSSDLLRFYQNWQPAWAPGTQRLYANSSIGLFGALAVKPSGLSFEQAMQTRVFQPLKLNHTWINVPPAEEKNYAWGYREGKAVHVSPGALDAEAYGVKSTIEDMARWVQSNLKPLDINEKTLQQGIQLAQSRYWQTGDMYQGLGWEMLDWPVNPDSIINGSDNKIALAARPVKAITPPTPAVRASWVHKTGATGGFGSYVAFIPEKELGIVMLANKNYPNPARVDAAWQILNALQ
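20 mM phosphate pH 7.0 + 0.01% (detergent screen) or 0.0001% Triton X-100; 5.3 nM AmpC reagent; cpd preinc 15 min RT; nitrocefin (800 uM stock) to start; A480 q20 s × 4 min; Activity was normalised to no-enzyme and no-compound control wells.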
Sm TGR inh = S. mansoni TGR enzyme inhibition; Q962Y6; purified TGR, DTNB reduction, TNB absorbance 405 nm; Potency, µM (titrated, usually from 114 µM), for the others: at the top dose activity change, negative = inhibition, hits mostly inhibitors; 360,000 compounds, 3% hits; AID 485364; also: potency is read from the fitted curve at half-maximal effect; nearly all actives have a fitted effect of over 60% in size
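TGR 20 nM + NADPH 100 uM (dispensed conc.), cpd preinc 15 min RT; start with NADPH (500 uM addition) then DTNB (15 mM addition). Kinetic TNB absorbance, 405 nm filter. Four-parameter Hill fit across titration.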
HCMV inh = blocks human cytomegalovirus replication. HFF cells, HCMV-luciferase reporter, 72 h; active compounds read low. activity change, negative = inhibition, % at 57.5 µM. 410,000 compounds, 4.5% hits. AID 1259415; in the data active = activity change below about -60%; inconclusive = no clear call, values can overlap the other calls; inactive = above about -39%
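Inhibition of viral replication was scored as loss of reporter luminescence in HFFs infected with HCMV-luciferase (MOI 1 PFU/cell) for 72 h; compounds tested at 2 doses, normalized to buffer and Salinomycin controls.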
AMA1-RON2 inh = disrupts binding of P. falciparum AMA1 to RON2. AlphaScreen AMA1-biotinylated RON2 peptide binding. Potency, µM (doses to about 58.2 µM), for the others: at the top dose activity change, negative = inhibition, most hits filed as inhibitors. 360,000 compounds, 0.2% hits. AID 720542;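 also: potency is read from the fitted curve at half-maximal effect; 0% = vehicle wells and -100% = peptide control; nearly all actives have a fitted effect of over 45% in size; some results filed as inactive show a strong effect at the top dose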
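AMA1 (3D7) with his tag at 25 nM final met compounds first, then biotinylated RON2 peptide at 25 nM; detection used donor plus acceptor beads, 10 µg/mL apiece, read by AlphaScreen after 30 min at room temperature.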
The depositor's hits bear a star; ? = inconclusive; / = no result given; & = joins results of further samples; [ ] = another dose, or the depositor's remark. Unless noted, calls follow the shape of the dose curve; as a rule, active = well fitted curve in the direction sought with a large enough effect; inconclusive = small, poorly fitted or top-dose-only effect, or another doubt; inactive = no such curve, though single readings can be large; an effect the other way counts as inactive or inconclusive. Unless noted, % is scaled to controls: 0 for no effect and ±100 for the full control effect.

#1 CCc1cccc(NC(=O)c2ccc3c(c2)N(Cc2cccc(Cl)c2)C(=O)c2ccccc2S3=O)c1 (centres undefined)
#2 C[C@H]1O[C@@H](O[C@H]2CC[C@@]3(C)C(CC[C@]4(C)C3C=CC3=C5CC(C)(C)CC[C@]5(CO)[C@H](O)C[C@]34C)[C@]2(C)CO)[C@H](O)[C@@H](O[C@@H]2O[C@H](CO)[C@@H](O)[C@H](O)[C@H]2O)[C@H]1O (some centres undefined)
#3 CCN(CC)c1cc(Cl)nc(N)n1
#4 Cc1cc(NC(=O)CSc2nnc(-c3ccco3)n2Cc2ccco2)no1
#5 CC1(NC(=O)CCc2nc3sc4c(c3c(=O)[nH]2)CCCC4)CCS(=O)(=O)C1 (centres undefined)
#6 O=C(O)c1ccc(NC(=O)c2ccccc2Br)c(NC(=O)c2ccccc2Br)c1
#7 COc1ccc(OC)c(Cc2nnc(CCC(=O)NC(C3CC3)C3CC3)o2)c1
#8 NS(=O)(=O)c1ccc(CNC(=O)c2ccc3c(c2)OCO3)cc1
#9 CCCCCn1c(=O)[nH]c2cc(C(=O)NCCCN(CC)CC)ccc2c1=O
#10 Oc1ccccc1-c1n[nH]c(=S)n1Cc1ccccc1

screen / no.	1	2	3	4	5	6	7	8	9	10
HCV inhibitor	/	38%[activator]	13%	17%	?	19%	11%	5%	?	28%
FBPA Giardia inh	/	/	-2%	0%	/	17%	1%	/	-1%	7%
AmpC detergent	8%	/	3%	0%	?	-6%	0%	/	-13%	4%
Sm TGR inh	15%	/	15%	-20%	0%	-22%	-5%[57.1 µM]	/	0%	-10%
HCMV inh	-8	-35	-9	17	-1	28	-12	21	-4	69
AMA1-RON2 inh	/	-5%	-2%	-9%	-2%	6%	5%	-6%	-13%	71%[activator]

#11 O=Cc1cn(CC(=O)NCC2CCCO2)c2ccccc12 (centres undefined)
#12 CC(C)NS(=O)(=O)c1ccc(NC(=O)C(C)OC(=O)C2CCC2)cc1 (centres undefined)
#13 O=C(O)c1ccc(NS(=O)(=O)c2ccc3c(c2)OCCO3)cc1
#14 CCCNc1ncnc2sc(C)c(C)c12
#15 CCCCC(C)n1[nH]c(=O)c2c(C)cc(C)nc21 (centres undefined)
#16 Cc1cc(-c2ccc(S(=O)(=O)Nc3cc(Cl)ccc3C)s2)on1
#17 COC(=O)[C@@]1(Cc2ccc(OC)cc2)[C@H]2c3cc(C(=O)N4CCCC4)n(Cc4ccc(S(C)(=O)=O)cc4)c3C[C@H]2CN1C(=O)c1ccccc1
#18 Cc1[nH]c2ccccc2c1C(=O)CSC(=S)N1CCOCC1
#19 O=C(c1ccccc1Cl)N(Cc1ccc(Cl)c(Cl)c1)N1C(=O)CCCC1=O
#20 Cc1ccc(S(=O)(=O)Nc2cccc(-n3cnnn3)c2)cc1C

screen / no.	11	12	13	14	15	16	17	18	19	20
HCV inhibitor	1%	10%	21%	8.9µM*	-3%	/	/	-8%	23%	-4%
FBPA Giardia inh	2%	/	20%	-6%	-7%	/	-8%	-10%	-12%	3%
AmpC detergent	-2%	-12%	?	-7%	-4%	3%	/	1%	4%	-5%
Sm TGR inh	-9%	3%	-13%	5%	1%	3%	/	?	-1%	-2%
HCMV inh	51	24	63	-39	-38	0	-66*	2	-24	0
AMA1-RON2 inh	-5%	-3%	1%	-1%	2%	/	-13%	-5%	-4%	1%

#21 CCCCOc1cccc(C(=O)Nc2cc(NC(=O)c3ccco3)ccc2OC)c1
#22 O=C(NC1CCCC1)c1ccc(CS(=O)(=O)Cc2ccccc2Cl)o1
#23 CC(C)CN(c1ccccc1)S(=O)(=O)c1nnc(NC(=O)C2CCCCC2)s1
#24 COc1ccccc1C(=O)Nc1ccccc1SC
#25 CCOc1ccc(CN(C)C(=O)c2cc(S(=O)(=O)N3CCCC3)ccc2C)cc1
#26 O=S(=O)(Nc1ccccc1)C1CCCCC1
#27 CCc1nnc(NC(=O)CSc2nc3c(c(=O)n2CC)SC(C)C3)s1 (centres undefined)
#28 C#CCOCCOCCOCCNc1nc(N2CCN(C(=O)[C@H]([C@@H](C)CC)n3cc([C@@H](N)CO)nn3)CC2)nc(N2CCN(C(=O)[C@H](Cc3ccc(O)cc3)n3cc([C@@H](N)CC(C)C)nn3)CC2)n1
#29 O=C(CNc1cccc(S(=O)(=O)N2CCOCC2)c1)Nc1ccccc1F
#30 Cn1nc(C(F)(F)F)c(/C=N/OCc2c(Cl)cccc2Cl)c1Cl

screen / no.	21	22	23	24	25	26	27	28	29	30
HCV inhibitor	/	5%	/	-8%	?	-2%	?	20%	0%	-8%
FBPA Giardia inh	/	6%	/	1%	/	/	-12%	-20%	/	7%
AmpC detergent	1%	-1%	-2%	-1%	-4%	/	-8%	10%	2%	0%
Sm TGR inh	0%	-32%	?	-14%	-4%	/	1%	17%	-5%	16%
HCMV inh	-104*	3	5	-20	-11	-25	-7	-14	18	3
AMA1-RON2 inh	/	-3%	/	1%	-3%	25%	-4%	-3%	8%	28%

#31 COc1ccccc1C(=O)/C=C/c1ccc(N2CCCCC2)c([N+](=O)[O-])c1
#32 Cc1ccc2nc(CCc3ccc(N)cc3)[nH]c2c1
#33 COc1ccc(N2CCN(C(=O)CN(CCc3ccccc3)S(C)(=O)=O)CC2)cc1
#34 CC(C)N(Cc1nccn1C)C(=O)c1cc(COc2ccc(-n3cncn3)cc2)on1
#35 CCCCNC(=O)COC(=O)c1cc(C)oc1C
#36 CC(SCC(=O)Nc1ccccc1)c1nc2ccccc2c(=O)[nH]1 (centres undefined)
#37 O=C(NCc1ccco1)c1cc(-c2ccccc2)nn1CC1CC(c2cccc([N+](=O)[O-])c2)=NO1 (centres undefined)
#38 Cc1ccc(CNC(=O)c2cc(=O)c3cc(C)ccc3o2)cc1
#39 N/C(=N\OC(=O)CC1CCCCC1)c1ccncc1
#40 COc1ccc(/C=C/c2nc(N)nc(-c3ccccc3O)n2)cc1OC

screen / no.	31	32	33	34	35	36	37	38	39	40
HCV inhibitor	11µM*	-7%	-19%	?	0%	19%	?	12%	8%	?
FBPA Giardia inh	-5%	?	5%	/	2%	?	/	-8%	-1%	-4%
AmpC detergent	-14%	5%	-7%	/	2%	4%	/	-1%&1%	2%	-6%
Sm TGR inh	-11%	4%	0%	/	-13%	-3%	/	9%&0%	0%	-12%
HCMV inh	-80*	28	-24	15	2	39	2	-10&-11	-4	80
AMA1-RON2 inh	?	3%	-5%	9%	-17%	-20%	-21%	28%	-7%	-20%

Part of the list above in a different format.
Order of values: HCV inhibitor, FBPA Giardia inh, AmpC detergent, Sm TGR inh, HCMV inh, AMA1-RON2 inh
29. O=C(CNc1cccc(S(=O)(=O)N2CCOCC2)c1)Nc1ccccc1F
→ 0%, /, 2%, -5%, 18, 8%
30. Cn1nc(C(F)(F)F)c(/C=N/OCc2c(Cl)cccc2Cl)c1Cl
→ -8%, 7%, 0%, 16%, 3, 28%
31. COc1ccccc1C(=O)/C=C/c1ccc(N2CCCCC2)c([N+](=O)[O-])c1
→ 11µM*, -5%, -14%, -11%, -80*, ?
32. Cc1ccc2nc(CCc3ccc(N)cc3)[nH]c2c1
→ -7%, ?, 5%, 4%, 28, 3%
33. COc1ccc(N2CCN(C(=O)CN(CCc3ccccc3)S(C)(=O)=O)CC2)cc1
→ -19%, 5%, -7%, 0%, -24, -5%
34. CC(C)N(Cc1nccn1C)C(=O)c1cc(COc2ccc(-n3cncn3)cc2)on1
→ ?, /, /, /, 15, 9%
35. CCCCNC(=O)COC(=O)c1cc(C)oc1C
→ 0%, 2%, 2%, -13%, 2, -17%
36. CC(SCC(=O)Nc1ccccc1)c1nc2ccccc2c(=O)[nH]1 (centres undefined)
→ 19%, ?, 4%, -3%, 39, -20%
37. O=C(NCc1ccco1)c1cc(-c2ccccc2)nn1CC1CC(c2cccc([N+](=O)[O-])c2)=NO1 (centres undefined)
→ ?, /, /, /, 2, -21%

(continued)
#41 COc1cc(NC(=O)N2CCNC2=O)cc(C(=O)Nc2cccc(C(F)(F)F)c2)c1
#42 Cc1c(Cl)cccc1NC(=O)C(=O)NCC(c1cccnc1)N1CCN(c2ccccc2)CC1 (centres undefined)
#43 Cc1ccc(NC(=O)CNS(=O)(=O)c2ccc(F)cc2)cc1C
#44 Cn1c(=O)c2c(nc(Br)n2CCc2ccccc2)n(C)c1=O
#45 Cc1ccccc1OCC(=O)Nc1ccc(C)c(S(=O)(=O)N2CCCCCC2)c1
#46 COc1cccc(C2/C(=C(/O)c3cnn(-c4ccccc4)c3C)C(=O)C(=O)N2CCN(C)C)c1OC (centres undefined)
#47 CCC(C)N(C(=O)Cn1c(=O)cnc2ccccc21)C1CCS(=O)(=O)C1 (centres undefined)
#48 C=C1CCN(C(CC(C)C)C(=O)OC)S(=O)(=O)c2ccccc21 (centres undefined)
#49 CCn1c(SC)nnc1C1CCN(CC(=O)Nc2ccccc2N2CCOCC2)CC1
#50 COc1ccc(OCC(=O)Nc2ccc(-c3nc4cc(C)cc(C)c4o3)cc2)cc1

screen / no.	41	42	43	44	45	46	47	48	49	50
HCV inhibitor	?	/	?	6%	?	-4%	6%	-9%	10%	/
FBPA Giardia inh	-4%	/	-3%	7%	/	2%	/	-4%&-11%	7%	/
AmpC detergent	-7%	-2%	-6%	?	?	1%	-11%	0%	-10%	-4%
Sm TGR inh	9%	-5%	11%	-30%	-1%	-30%	0%	-1%	-3%	1%
HCMV inh	-31	1	-4	-16	-17	-11	-11	?	-19	46
AMA1-RON2 inh	-22%	/	5%	1%	12%	8%	-6%	23%	4%	/

#51 CCN(CC(=O)NCc1cccs1)C(=O)Cc1ccc(Cl)c(Cl)c1
#52 CNC(=O)c1c(Cl)cnn1-c1ccccc1
#53 CCOc1nc(C)cc(COC)c1C(N)=O
#54 CN(C)CCCN(C(=O)c1ccc(Br)s1)c1nc2cc3c(cc2s1)OCO3
#55 COc1ccc(-c2cnnn2-c2ccc(NC(=O)c3ccc(S(=O)(=O)N4CCCCC4)cc3)cc2)cc1OC
#56 COc1cccc(-c2cc(CC3(O)CCN(CCCc4ccccc4)CC3)on2)c1
#57 Cc1ccc(CSCC(=O)NCc2ccc(F)cc2)cc1
#58 O=C(NNc1cc(Cl)cc(Cl)c1)c1cccs1

screen / no.	51	52	53	54	55	56	57	58
HCV inhibitor	3%	11%	27%	?	?	4%	18%	-9%
FBPA Giardia inh	/	0%	-1%	-3%	4%	-6%	1%	0%
AmpC detergent	/	5%	-7%	5%	5%	4%	-12%&-5%	10%
Sm TGR inh	/	15%	0%	7%	5%	0%	-7%&-1%	-1%
HCMV inh	-27	12	-4	-103*	69	/	-15&-32	-11
AMA1-RON2 inh	7%	4%	-8%	-19%	-12%	-3%	5%	-19%

This is a random part of the collection; about 9.3% have a hit in one of these screens.
